INS-1E GSIS act – GLuc luminescence reporter in INS-1E cells, primary screen for activators of glucose-dependent secretion of insulin. 0.61% of 370,000 active. activation, % at 16.6 µM. INS-1E GLuc reporter insulin secretion, 2-3 h;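 active = lowest replicate activation of at least 40%, so every replicate reaches that level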;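 note: 0% = median of neutral control wells and 100% = median of IBMX positive control wells; some compounds called inactive have numbers as strong as hits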
Statin myotox sup – suppressors of statin myotoxicity in C2C12 myotubes, primary screen, cell-based, single point, plate reader; 0.78% of 330,000 active; rescue of ATP level, % at 7.49 µM; C2C12 myotubes + simvastatin, ATP luminescence, 48 h; scaled: DMSO 0, geranylgeraniol control 100; AID 602340, 2012;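 active = mean ATP rescue above about 67%, or every replicate alone reaching that limit, limit read from the data, passing the limit was not always enough; inconclusive = no clear call, values can overlap the other calls; inactive = mean under the limit and some replicate under it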;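 note: myotubes were challenged with 10 µM simvastatin during compound exposure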
PAX8 reporter – inhibitors of PAX8-driven TPO luciferase reporter, primary screen, RMG-I cells, single concentration; SteadyGlo, 24 h; inhibition, % at 12.6 µM; 1.2% of 360,000 active;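 active = mean replicate inhibition at least 60% with every replicate also reaching 60%; inconclusive = only one of the two criteria is met; inactive = mean below 60% and not all replicates reaching 60%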;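 note: luciferase light reporting Pax8 driven TPO promoter activity; plate controls were median of neutral control wells for no effect and mitoxantrone controls for full effect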
PGC1a acetyl inh – inhibitors of PGC1a acetylation signal, primary screen, cell-based, U2OS, AlphaScreen, inhibitor mode; 0.17% of 350,000 active; AlphaScreen anti-acetyl-lysine; with virally co-expressed GCN5 acetyltransferase; inhibition, % at 15.6 µM;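 active = every replicate shows inhibition of at least 40%; inconclusive = mean inhibition at least 40% but some replicate below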;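 note: 0% = neutral control wells and 100% = positive control wells; some results beyond the cut were filed as inactive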
LGR2 inh – inhibitors of bursicon-induced LGR2 CRE-luciferase signal, primary screen, cell-based, HEK293, CRE-luciferase reporter, bursicon stimulation; bursicon-stimulated, 4 h; inhibition, % at 9.99 µM; 0.35% of 380,000 active; AID 720647, 2013;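 active = drop in luminescence signal, shown as inhibition above about 50% in the replicate tests, limit read from the data, passing the limit was not always enough; inconclusive = probably only some replicates passing the limit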;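 note: agonist challenge used bursicon conditioned medium at about half maximal strength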
Cneo AK release – Cryptococcus neoformans cell lysis inducers, primary screen, AK release luminescence, single concentration. 0.2% of 360,000 active. lysis activity, % at 15 µM. AID 651654, 2012. C. neoformans lysis, adenylate kinase release luminescence, 4 h; normalised: neutral wells 0, clomiphene wells 100;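 active = mean lysis activity across replicates of at least 80%, whatever share of replicates individually reach that level; inactive = mean lysis activity below 80%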
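Material – log-phase Cryptococcus neoformans yeast cells · Input – 5 × 10^6 yeast cells/mL · Medium – fresh YPD growth medium · Doses – single compound concentration per well · Timing – static 4 h at 37 °C with compound, 1 h detection · Detection – adenylate kinase release luminescence · Read-out – signal increase indicating cell lysis · Control set – Clomiphene as positive lysis control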
PglD inh – C. jejuni PglD acetyltransferase inhibitors, primary screen, biochemical, DTNB colorimetric, single point; UDP-N-acetylbacillosamine N-acetyltransferase PglD (Campylobacter jejuni); purified PglD enzyme, DTNB colorimetric CoA detection; inhibition, % at 12.5 µM; 0.098% of 360,000 active; AID 602405, 2012; in the data active = inhibition above about 16%, passing the limit was not always enough; inconclusive = no clear call, values can overlap the other calls; note: strong numbers were not always called active
ARNT TACC3 PPI – disruptors of ARNT/TACC3 protein interaction, primary screen, biochemical, AlphaScreen, single concentration | Transforming acidic coiled-coil-containing protein 3 (Homo sapiens), Q9Y6A5 | 0.66% of 390,000 active | AlphaScreen His-ARNT PAS-B/GST-TACC3 binding, luminescence; TACC3 fragment carries E629A point mutation | inhibition, % at 9.99 µM;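 active = mean inhibition of replicates at least 50% and at least half of replicates each reaching 50%; inconclusive = half or more replicates reach 50% but mean below 50%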;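 note: 0% = complete ARNT plus TACC3 wells and 100% = ARNT alone without TACC3; many hits fall short of the cut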
* marks the source's active call; other numbers are inactive results; ? = inconclusive; . = not tested or not shown.

SMILES | INS-1E GSIS act | Statin myotox sup | PAX8 reporter | PGC1a acetyl inh | LGR2 inh | Cneo AK release | PglD inh | ARNT TACC3 PPI
O=C(N[C@H]1CC[C@H](CCNS(=O)(=O)c2cccc(Cl)c2)O[C@H]1CO)c1ccncc1 | 2 | -1 | -25 | 13 | -5 | 1 | -4 | -14
CCN(CC(=O)NCc1cccs1)C(=O)c1ccc(S(=O)(=O)Nc2ccccc2Cl)cc1 | -24 | 11 | 4 | -5 | 4 | . | . | .
COc1cccc(CNC(=O)CSc2cc(=O)n(C)c3ccccc23)c1 | 1 | . | 10 | . | -5 | . | . | -2
O=S(=O)(NCc1ccc2c(c1)OCO2)c1cnc[nH]1 | -11 | 8 | -7 | 1 | 21 | -1 | 2 | 0
COc1ccc(CNC(=O)c2c(C)cc(=O)oc2C)cc1 | -3 | . | -3 | . | 0 | . | . | 18
C[C@@H]1CN([C@H](C)CO)C(=O)c2cccc(NC(=O)CCCCCC(=O)Nc3ccccc3N)c2O[C@H]1CN(C)Cc1ccc(-c2ccccc2)cc1 | 5 | . | . | 4 | 10 | -2 | 2 | -3
COc1cccc(S(=O)(=O)NCc2ccc(C(=O)N3CCN(Cc4ccccc4)CC3)cc2)c1 | -22 | -4 | 17 | 5 | 4 | 0 | -1 | 3
O=C(C[C@@H]1C=C[C@H](NC(=O)C2CCC2)[C@H](CO)O1)NCc1ccccc1Cl | 6 | 3 | -2 | -5 | -15 | -1 | 1 | .
Cc1sc2nc(COC(=O)c3cccc(OC(F)F)c3)[nH]c(=O)c2c1C | 7 | . | 11 | -11 | -2 | -1 | -2 | -7
O=C(c1ccccc1)N1N=C(c2ccc(F)cc2)CC1c1ccc(F)cc1 (stereo not given) | 4 | 5 | 23 | -8 | 2 | 2 | 6 | -1
CN(C)c1ccnc2sc3c(=O)n(-c4ccccc4)cnc3c12 | . | 9 | . | 19 | . | 3 | -4 | .
Cc1ccc(N2C(=O)c3ccc(C(=O)N4CCN(c5ccc(C)c(C)c5)CC4)cc3C2=O)cc1 | -5 | 0 | -9 | -8 | 13 | -2 | 3 | 0
CCS(=O)(=O)N[C@@H]1C=C[C@@H](CC(=O)NCc2ccc(F)cc2)O[C@H]1CO | . | 4 | -16 | -9 | . | 19 | -3 | 8
COc1cccc(-c2cnc3c(c2)C(=O)N([C@H](C)CO)C[C@@H](C)[C@@H](CN(C)C(=O)CN(C)C)O3)c1 | 20 | 28 | . | -9 | 19 | -2 | 7 | .
COc1ccc(/C(N)=N/OC(=O)C2CCCCC2)cc1OC | 6 | -2 | -138 | . | -67 | -5 | -5 | .
C[C@@H]1CCCCO[C@@H](CN(C)C(=O)Nc2ccc(F)cc2)[C@H](C)CN([C@H](C)CO)C(=O)c2cc(NC(=O)Cc3ccccc3)ccc2O1 | -20 | 5 | 6 | -5 | 9 | -9 | -2 | -5
CN(Cc1ccccc1)C(=O)c1ccccc1N(C)S(=O)(=O)c1ccccc1 | -1 | 13 | 1 | -14 | 3 | 2 | 6 | 4
CN(Cc1ccccc1F)c1ccc(S(=O)(=O)N2CCCC2)cn1 | -20 | . | 10 | -1 | 4 | . | . | -4
C=C1C(=O)O[C@@H]2[C@H]3O[C@]3(C)CC/C=C(\C)CC[C@@H]12 | -13 | -1 | 101* | . | 20 | 0 | 0 | -7
Cc1ccccc1NC(=S)N(Cc1cccs1)C1CCCCC1 | -7 | -3 | -28 | -5 | 3 | 12 | 4 | -3
O=C1c2ccccc2C(=O)N1c1cccc2cccnc12 | 12 | . | 5 | . | 5 | . | . | 1
C[C@H]1CN([C@@H](C)CO)C(=O)c2cccc(NC(=O)Nc3cccc4ccccc34)c2O[C@H]1CN(C)Cc1ccc(Cl)c(Cl)c1 | -10 | ? | . | -6 | 3 | 0 | -1 | 3
C=CCSc1nc2sc3c(c2c(=O)[nH]1)CC(C)(CC)OC3 (stereo not given) | 10 | -17 | 5 | 19 | -14 | -2 | -5 | -13
C[C@H]1CCCCO[C@@H](CN(C)Cc2ccccc2)[C@@H](C)CN([C@@H](C)CO)C(=O)c2cc(NC(=O)NC3CCCCC3)ccc2O1 | -14 | . | 5 | -14 | 3 | 50 | 2 | 7
CC1CCCC(C)N1C(=O)COC(=O)/C=C/c1ccc(Br)o1 (stereo not given) | -4 | 4 | -14 | 2 | -9 | -1 | -4 | 3
CN(C)c1nc(N)c2ncc(=S)[nH]c2n1 | 17 | -15 | 7 | -10 | -7 | . | . | 3
Cc1cc(-c2ccccc2)c(C#N)c(N)n1 | . | -15 | . | 13 | . | -2 | -7 | -3
COc1cccc(S(=O)(=O)N[C@@H]2CC[C@@H](CCN)O[C@@H]2CO)c1 | 22 | -4 | 2 | 10 | -7 | 6 | 11 | 3
NC(c1ccccc1)c1ccncc1 (stereo not given) | 12 | 2 | -14 | 3 | 2 | 3 | -4 | -15
CC(=O)Nc1cc(S(=O)(=O)Nc2ccc(C)cc2)c(C)cc1C | . | 5 | . | 3 | . | -2 | -1 | 0
CN(C)C(=O)C[C@@H]1CC[C@@H]2[C@H](COC[C@H](O)CN2CC2CCOCC2)O1 | 19 | 24 | 3 | 1 | -5 | 3 | 5 | -10
O=C(Nc1cc(F)ccc1F)N1CC(=O)N2[C@@H](CO)[C@H](c3ccc(C#CC4CCCC4)cc3)[C@@H]2C1 | -7 | . | 30 | 15 | 6 | . | . | .
C/C=C/c1cnc2c(c1)C(=O)N([C@H](C)CO)C[C@@H](C)[C@@H](CN(C)C(=O)Nc1cccc(OC)c1)O2 | -3 | 48 | -5 | -10 | -11 | -4 | -3 | -11
C[C@@H]1CCCCO[C@@H](CN(C)Cc2ccccc2)[C@H](C)CN([C@@H](C)CO)C(=O)c2cc(NC(=O)Nc3ccc(F)cc3)ccc2O1 | -13 | . | -13 | -7 | 25 | 4 | -3 | -3
CN1CCN(/N=C/c2ccc(N(c3ccccc3)c3ccccc3)cc2)CC1 | 13 | -7 | 23 | 56* | 78* | -4 | 5 | -2
Cc1ccc2c(c1)CCO[C@]21O[C@H](CCO)C[C@H](O)[C@H]1O | -4 | 0 | -1 | 5 | 11 | 7 | -1 | .
COc1cc2c(cc1OC)C(C)N(C(=O)C1=NN(c3cccc(C)c3)C(=O)CC1)CC2 (stereo not given) | . | -7 | 2 | -6 | -2 | 4 | -4 | 7
CN1C(=O)c2cc(NC(=O)Cc3cccs3)ccc2OC[C@@H]2O[C@H](CC(=O)NCC3CCCCC3)CC[C@@H]21 | -26 | 7 | 35 | -4 | 7 | 37 | 4 | 2
Cc1cc(C)c(NC(=O)C2CC(=O)N(C3CCCC3)C2)c(C)c1 (stereo not given) | 11 | 14 | 10 | -1 | -7 | 0 | -2 | -3
COc1ccc(S(=O)(=O)n2nc(OC(=O)c3c(-c4ccccc4Cl)noc3C)cc2N)cc1 | . | 11 | 35 | -13 | . | 1 | . | -5

The closing 2 compounds of the part before are carried over, then new ones follow:
SMILES | INS-1E GSIS act | Statin myotox sup | PAX8 reporter | PGC1a acetyl inh | LGR2 inh | Cneo AK release | PglD inh | ARNT TACC3 PPI
Cc1cc(C)c(NC(=O)C2CC(=O)N(C3CCCC3)C2)c(C)c1 (stereo not given) | 11 | 14 | 10 | -1 | -7 | 0 | -2 | -3
COc1ccc(S(=O)(=O)n2nc(OC(=O)c3c(-c4ccccc4Cl)noc3C)cc2N)cc1 | . | 11 | 35 | -13 | . | 1 | . | -5
COC(=O)c1cc(S(=O)(=O)NCc2ccc3c(c2)OCO3)cn1C | . | 4 | 3 | -6 | 18 | 2 | 4 | -14
CCN(CC)c1c(C)nc2ccc(C(=O)N3CCN(C(=O)c4ccco4)CC3)cn12 | 5 | -5 | 9 | -1 | -14 | -1 | -7 | .
CO/N=C/C1CCN(c2ncc(C(F)(F)F)cc2Cl)C1=O (stereo not given) | 4 | -6 | -4 | 8 | 7 | . | . | -2
Cc1c(C#N)c2ccccc2n1CC(=O)N1CCCc2ccccc21 | . | 11 | . | 4 | . | -4 | 0 | -3
CCC(=O)N1CCCCN2[C@@H](CO)[C@@H](c3ccc(-c4cccc(C#N)c4)cc3)[C@@H]2C1 | 8 | 1 | 9 | 2 | -1 | -11 | 0 | -2
COc1ccc(C(C)=O)cc1CSc1nc2ccccc2c(=O)n1-c1cccc(C)c1 | 4 | 34 | . | -3 | -1 | -1 | -1 | -4
O=C(COc1ccc(Br)cc1Cl)NC(=O)NC1CCCC1 | -2 | -1 | -210 | 5 | -49 | 2 | -1 | -8
COc1ccc(/C=N/S(=O)(=O)CCc2ccccc2)c(OC)c1 | 10 | . | -4 | 2 | 17 | -3 | 1 | -8
O=S(=O)(N[C@@H]1C[C@H]2CC[C@@H]1C2)c1cccs1 | . | 13 | . | -4 | . | 1 | -3 | 0
Cc1noc(C)c1NC(=O)N(C)C[C@@H]1Oc2c(NC(=O)C3CC3)cccc2C(=O)N([C@H](C)CO)C[C@@H]1C | 25 | 1 | . | 5 | -8 | -2 | 0 | -5
COc1cc(/C=N/NC(=O)Cn2ccc(C(F)(F)F)n2)cc(OC)c1OC | 0 | . | -6 | . | 4 | . | . | 5
CCCc1cc(NCCCO)n2c(nc3ccccc32)c1C#N | 16 | . | 5 | 13 | -6 | 1 | -11 | .
O=C(C1=C(O)C(=O)N(CC2CCCO2)C1c1cccnc1)c1ccco1 (stereo not given) | . | -8 | -6 | -11 | . | 1 | 5 | 0
Cc1cc(/C=C2\NC(=S)NC2=O)c(C)n1-c1cccnc1 | . | -3 | -29 | 1 | -18 | -7 | 3 | -1
CCOC(=O)Cn1nnnc1C(CC)N(Cc1cccs1)Cc1cc2cc(C)ccc2[nH]c1=O (stereo not given) | . | -2 | . | -3 | . | -1 | 7 | 3
C[C@H](CO)N1C[C@H](C)[C@@H](CN(C)S(=O)(=O)c2cccs2)OCCCC[C@H](C)Oc2ccc(NS(=O)(=O)c3ccc(Cl)cc3)cc2C1=O | -19 | . | 100* | 3 | 8 | 0 | 0 | -1
CCOC(=O)C(C(C)=O)=C1SC2CS(=O)(=O)CC2S1 (stereo not given) | 43 | 18 | . | 3 | -1 | 0 | 2 | -4
CN(C)S(=O)(=O)c1cccc(NC(=O)c2cc(-c3cccs3)nn2-c2ccccc2)c1 | -38 | . | 4 | -20 | 7 | -6 | 0 | 6

Only PglD inh, for some of the entries so far:
structure,PglD inh
CCC(=O)N1CCCCN2[C@@H](CO)[C@@H](c3ccc(-c4cccc(C#N)c4)cc3)[C@@H]2C1,0
CCOC(=O)C(C(C)=O)=C1SC2CS(=O)(=O)CC2S1 (stereo not given),2
O=C(COc1ccc(Br)cc1Cl)NC(=O)NC1CCCC1,-1
CCN(CC)c1c(C)nc2ccc(C(=O)N3CCN(C(=O)c4ccco4)CC3)cn12,-7
CCCc1cc(NCCCO)n2c(nc3ccccc32)c1C#N,-11
Cc1cc(/C=C2\NC(=S)NC2=O)c(C)n1-c1cccnc1,3

High-throughput results (PubChem BioAssay)
